HT29 cell growth-1 – HT29 colon tumor cell growth inhibition, primary screen, imaging, high content imaging, 48 h, CellTiter-Glo (AID 771). HT29 cell growth, HCS imaging cell count, 48 h; hits give high values. growth inhibition, % at 10 µM. 3,300 tested, 2% active;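 active = growth inhibition above 90%, meaning viable cell count by imaging cut by more than 90% versus vehicle controls; inactive = growth inhibition below 90%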;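 also: percent fewer viable cells counted by imaging than vehicle controls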
HT29 cell growth-2 – HT29 colon tumor cell growth inhibition, primary screen, imaging, high content imaging, 24 h, CellTiter-Glo (AID 770). growth inhibition, % at 10 µM. 3,300 tested, under 10 active. HT29 cell number by imaging, 24 h; hits give high values;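 active = growth inhibition above 90% in viable cell count at a single dose; inactive = growth inhibition below 90%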
AID364 – Jurkat cell viability reduction – Jurkat E6.1, NIH starter set, primary screen (AID 364); Jurkat E6.1 viability, ATP luminescence, 48 h; higher % means a stronger effect; inhibition, % at 4 µM, or CC50 in µM where a hit was titrated; 3,300 tested, 2% active;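 active = concentration giving half-maximal inhibition at or below 20 micromolar; inactive = half-maximal concentration above 20 micromolar, or not dose tested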;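 also: 100% = cells treated with 4 µM doxorubicin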
AID772 – HT29 colon tumor cell growth inhibition, primary screen, imaging, high content imaging, 72 h, CellTiter-Glo (AID 772); HT29 cell growth, HCS imaging cell count, 72 h; hits give high values; growth inhibition, % at 10 µM; 3,300 tested, 0.6% active;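 active = growth inhibition above 90%, meaning viable cell count cut by more than 90% versus vehicle controls; inactive = growth inhibition below 90%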
A549 proliferation – A549 NSCLC cell proliferation inhibitors – ATP luminescence, human non-small cell lung line, primary screen (AID 371). A549 growth inhibition, ATP luminescence; hits give high values. growth inhibition, % at 10 µM. 3,300 tested, 8.4% active;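 active = mean growth inhibition over the two runs of 50% or more; inactive = mean growth inhibition under 50%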;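 also: compound exposure lasted 72 h before the ATP read; 0% = untreated cell signal and 100% = no luminescence left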
HT29 cell growth-2 condensed nuclei – second read-out of HT29 cell growth-2, no call of its own (marks repeat the call); condensed nuclei, %; measured here: percent cells with condensed nuclei;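 share of cells whose nuclear area falls below control median minus 1.5 SD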
HT29 cell growth-2 ATP viability – second read-out of HT29 cell growth-2, no call of its own (marks repeat the call); growth inhibition, %; measured here: ATP CellTiter-Glo viability
HT29 cell growth-1 condensed nuclei – second read-out of HT29 cell growth-1, no call of its own (marks repeat the call); condensed nuclei, %; measured here: percent cells with condensed nuclei;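 condensed means Hoechst nuclear area under control median minus 1.5 SD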
AID772 condensed nuclei – recorded beside AID772, whose call it bears; condensed nuclei, %; measured here: percent cells with condensed nuclei;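 condensed means nuclear area below control median minus 1.5 SD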
AID772 second – also measured in AID772; calls as there; growth inhibition, %; measured here: ATP CellTiter-Glo viability
Numbers without * were called inactive.

SMILES | HT29 cell growth-1 | HT29 cell growth-1 condensed nuclei | HT29 cell growth-2 | HT29 cell growth-2 condensed nuclei | HT29 cell growth-2 ATP viability | AID364 | AID772 | AID772 condensed nuclei | AID772 second | A549 proliferation
O=C1CCc2cc(OCCCCc3nnnn3C3CCCCC3)ccc2N1 | 23.7 | 1.9 | -3.5 | 4.4 | -0.3 | 9.0% | -1.6 | 2.5 | 3.4 | 32.7
CCN(CC)CCOC(=O)C(c1ccccc1)c1ccccc1 | -21.5 | 1.2 | 6.2 | 2.3 | -15.2 | 1.4% | 9.7 | 4.7 | -9.3 | 2.7
CN1CCC(=C2c3ccccc3CC(=O)c3sccc32)CC1 | 9.9 | 2.5 | -2.2 | 2.8 | -9.4 | 4.7% | 10.9 | 3.8 | 2.1 | 3.5
CN(C)CCOC(=O)C(c1ccccc1)C1(O)CCCC1 (stereo not drawn) | -7.4 | 1.4 | 21.2 | 3.9 | -8.8 | -6.9% | 1.6 | 3.1 | -13.5 | -3.7

3 entries already listed, arranged by count of non-hydrogen atoms, ascending.
SMILES | HT29 cell growth-1 | HT29 cell growth-1 condensed nuclei | HT29 cell growth-2 | HT29 cell growth-2 condensed nuclei | HT29 cell growth-2 ATP viability | AID364 | AID772 | AID772 condensed nuclei | AID772 second | A549 proliferation
CN1CCC(=C2c3ccccc3CC(=O)c3sccc32)CC1 | 9.9 | 2.5 | -2.2 | 2.8 | -9.4 | 4.7% | 10.9 | 3.8 | 2.1 | 3.5
CCN(CC)CCOC(=O)C(c1ccccc1)c1ccccc1 | -21.5 | 1.2 | 6.2 | 2.3 | -15.2 | 1.4% | 9.7 | 4.7 | -9.3 | 2.7
O=C1CCc2cc(OCCCCc3nnnn3C3CCCCC3)ccc2N1 | 23.7 | 1.9 | -3.5 | 4.4 | -0.3 | 9.0% | -1.6 | 2.5 | 3.4 | 32.7

This is a subset (hit frequency here may not be typical).
